Source: PubChem (NMMLSC)
Rab2A wt mod = modulators of GTP binding to Rab2A wildtype, primary screen, biochemical, dog, bead-based flow cytometry, multiplex | hit rate 0.19% among 190,000 | GTP binding activity, % at 10 µM | GST-Rab2 wt beads, Bodipy-GTP binding;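 active means GTP binding activity at least 20 points away from 100%, either lowered or raised; inconclusive means signal likely due to the compound's own green fluorescence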;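 further: 0% = beads with excess unlabeled GTP and 100% = no-compound control corrected for plate trend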
Rac1 mut GTP = GTP binding modulators of activated mutant Rac1, primary screen, biochemical, bead-based flow cytometry, multiplex, fluorescent GTP; hit rate 0.11% among 190,000; percent activity (GTP binding), % at 10 µM; GST-Rac1 activated beads; actives lie on both sides; 100% means binding = to untreated wells; AID 764, 2007;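 active means GTP binding at least 20 percentage points away from the 100% baseline, in either direction, so actives lie on both sides; inconclusive means Compound likely fluorescent itself, or too few beads counted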
Bim-Bfl-1 = inhibitors of Bim binding to Bfl-1, primary screen, biochemical, multiplexed, bead-based flow cytometry. inhibition, % at 10 µM. Bcl-2-related protein A1 (Homo sapiens), Q16548. Bim-Bfl-1 binding inhibition. hit rate 0.12% among 190,000;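 further: 0% = wells without compound plus tracer and 100% = blocker peptide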
HRas wt GTP bind = modulators of GTP binding to HRas wildtype, primary screen, biochemical, bead-based flow cytometry, multiplex. hit rate 0.14% among 190,000. GTPase HRas (Homo sapiens), P01112. GST-Ras wt beads, Bodipy-FL-GTP binding; actives lie on both sides. GTP binding activity, % at 10 µM;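 active means GTP binding activity at least 20% away from the 100% baseline, either lowered as inhibitor or raised as activator; inconclusive means flagged as likely green fluorescent, judged across all proteins in the well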;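 further: 0% = unlabeled GTP competition control and 100% = no-compound control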
Target sequence (P01112 whole entry, looked up): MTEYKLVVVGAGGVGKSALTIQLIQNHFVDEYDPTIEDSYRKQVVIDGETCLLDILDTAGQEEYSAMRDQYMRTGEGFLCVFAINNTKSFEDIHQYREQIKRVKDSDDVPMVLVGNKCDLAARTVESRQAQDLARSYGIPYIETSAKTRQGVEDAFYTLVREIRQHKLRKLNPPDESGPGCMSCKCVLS
Rab7 wt GTP bind = modulators of GTP binding to Rab7, primary screen, biochemical, wildtype, multiplex bead flow cytometry. Rab7 GTPase wild type (dog), Bodipy-FL-GTP binding. GST-Rab7 beads, fluorescent GTP binding; actives lie on both sides; untreated = 100%, excess cold GTP = 0%. GTP binding activity (percent of control), % at 10 µM. hit rate 0.055% among 190,000. AID 758, 2007;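 active means fluorescent GTP binding to Rab7 beads changed by at least 20 points from the 100% baseline, either direction, mostly lower; inconclusive means compound itself probably fluorescent, or too few beads counted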;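 further: median green fluorescence of bound Bodipy-FL-GTP per Rab7 bead population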
Bim-Bcl-2 = inhibitors of Bim-Bcl-2 binding, primary screen, biochemical, multiplexed, human Bcl-2 family | Apoptosis regulator Bcl-2 (Homo sapiens), P10415 | Bead-based flow cytometry, Bim peptide-Bcl-2 binding | inhibition, % at 10 µM | hit rate 0.06% among 190,000 | AID 950, 2007; in the data active means inhibition above about 40%; inconclusive means no clear call, values can overlap the other calls;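 further: 0% = no compound wells with probe peptide and 100% = reference peptide inhibitor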
Target sequence (P10415 whole entry, looked up): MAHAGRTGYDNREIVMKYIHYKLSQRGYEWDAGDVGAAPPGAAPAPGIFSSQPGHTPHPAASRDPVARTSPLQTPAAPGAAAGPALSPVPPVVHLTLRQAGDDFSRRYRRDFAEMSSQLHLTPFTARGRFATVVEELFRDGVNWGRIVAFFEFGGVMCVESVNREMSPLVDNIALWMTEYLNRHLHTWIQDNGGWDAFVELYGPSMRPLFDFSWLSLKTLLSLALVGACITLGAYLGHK
Bim-Bcl-W = inhibitors of Bim binding to Bcl-W, primary screen, biochemical, multiplexed, bead-based flow cytometry; hit rate 0.02% among 190,000; Bcl-2-like protein 2 (Homo sapiens), Q92843; AID 952, 2007; inhibition, % at 10 µM; Bim peptide-Bcl-W binding;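 further: 0% = bound tracer without compound and 100% = peptide blocker; higher means less fluorescent Bim peptide bound to Bcl-W beads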
Target sequence (Q92843 whole entry, looked up): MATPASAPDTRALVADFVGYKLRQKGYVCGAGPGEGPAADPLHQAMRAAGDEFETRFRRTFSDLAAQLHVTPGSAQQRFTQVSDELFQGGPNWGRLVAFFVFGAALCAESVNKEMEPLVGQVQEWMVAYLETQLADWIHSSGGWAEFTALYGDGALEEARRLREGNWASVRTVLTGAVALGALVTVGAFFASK
Cdc42 wt = modulators of GTP binding to wildtype Cdc42, primary screen, biochemical, multiplex bead flow cytometry, Bodipy-GTP. hit rate 0.2% among 190,000. percent activity (GTP binding), % at 10 µM. Cell division control protein 42 homolog (Homo sapiens), P60953. AID 761, 2007. GST-Cdc42 beads; actives lie on both sides;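 active means percent activity GTP binding at least 20 points away from the 100% baseline, either down as inhibitor or up as activator; inconclusive means compound flagged as likely green fluorescent from well-wide comparison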;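 further: median bead fluorescence of bound Bodipy-FL-GTP at 100 nM; 0% = excess unlabeled GTP control and 100% = no compound control; below 100% means less GTP binding so inhibitor and above means activator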
Target sequence (P60953 whole entry, looked up): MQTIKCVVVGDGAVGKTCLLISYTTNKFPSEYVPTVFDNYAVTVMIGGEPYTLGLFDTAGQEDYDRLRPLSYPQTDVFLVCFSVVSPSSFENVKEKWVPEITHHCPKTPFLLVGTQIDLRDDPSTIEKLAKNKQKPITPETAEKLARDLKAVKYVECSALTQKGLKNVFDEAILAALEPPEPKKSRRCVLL
Bim-Bcl-B = inhibitors of Bim-Bcl-B binding, primary screen, biochemical, multiplexed, human Bcl-2 family | hit rate 0.073% among 190,000 | Bcl-2-like protein 10 (Homo sapiens), Q9HD36 | bead-based flow cytometry, Bim peptide-Bcl-B binding | inhibition, % at 10 µM;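 further: 0% = tracer peptide without compound and 100% = reference inhibitor peptide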
Target sequence (Q9HD36 whole entry, looked up): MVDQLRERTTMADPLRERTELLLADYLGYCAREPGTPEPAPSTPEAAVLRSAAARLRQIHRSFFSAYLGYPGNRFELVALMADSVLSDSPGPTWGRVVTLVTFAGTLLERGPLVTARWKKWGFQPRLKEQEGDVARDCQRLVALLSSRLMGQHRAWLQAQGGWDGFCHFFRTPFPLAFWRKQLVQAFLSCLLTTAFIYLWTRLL
Rac1 wt modul = wildtype Rac1 GTP binding modulators, primary screen, biochemical, GST-Rac1 beads, flow cytometry, multiplex; AID 757, 2007; fluorescent GTP binding; actives lie on both sides; 0 = cold GTP competed, 100 = untreated; GTP binding activity (% of control), % at 10 µM; Ras-related C3 botulinum toxin substrate 1 (Homo sapiens), P63000; hit rate 0.27% among 190,000;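 active means GTP binding activity at least 20 points away from the 100% control level, either lower or higher; inconclusive means compound flagged as likely green fluorescent, judged across all proteins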
Bcl-XL Bim block = inhibitors of Bim-Bcl-XL binding, primary screen, biochemical, multiplexed, bead flow cytometry, human Bcl-XL; Bim peptide-Bcl-XL binding, fluorescence; inhibition, % at 10 µM; hit rate 0.04% among 190,000
Active calls of the source: *; ? = inconclusive; nt = no result given. Unless noted, no stated cut-off is given here; in the data, active means inhibition above about 40%.

SMILES	Rab2A wt mod	Rac1 mut GTP	Bim-Bfl-1	HRas wt GTP bind	Rab7 wt GTP bind	Bim-Bcl-2	Bim-Bcl-W	Cdc42 wt	Bim-Bcl-B	Rac1 wt modul	Bcl-XL Bim block
COc1ccc(NC(=O)CC2C(=O)N(c3ccc(F)cc3)C(=S)N2NC(=O)c2ccc(Cl)cc2)cc1 (stereo not given)	98	98	0	100	98	0	-2	100	-2	103	-1
CCCCn1c(N)c(N(CC)C(=O)C(c2ccccc2)c2ccccc2)c(=O)[nH]c1=O	?	?	nt	?	?	?	nt	?	nt	?	nt
COc1ccc(C(=O)NCc2nnc(SCC(=O)Nc3nc4ccccc4s3)o2)cc1OC	98	99	0	99	98	2	-1	100	-2	101	-4
CC(C)CNS(=O)(=O)c1ccc(CCC(=O)NCc2ccco2)cc1	95	97	-9	96	92	-12	-6	102	-8	102	-10
CCC[N+](CC#Cc1ccccc1)(CCC)CC(=O)OCC	100	100	-1	100	96	-5	-1	99	-4	105	-4
O=[N+]([O-])c1cccc(C(=Nc2cccc(Cl)c2)NO)c1	95	94	-6	97	95	-6	-6	98	-9	96	-6
CCOc1ccc(NC(=S)N2CCC(N(C)CC3CCCO3)CC2)cc1 (stereo not given)	99	100	4	100	100	3	-4	101	1	101	-4
CCCCC1CC(CSC(=N)N)OC1=O (stereo not given)	99	97	-2	98	100	-3	-3	99	-1	99	0
O=C(NCCc1ccccc1)c1cccc(N2C(=O)C3CC=CCC3C2=O)c1 (stereo not given)	101	97	-8	98	102	-7	-2	98	-7	100	-4
O=C(Nc1ccc(Br)c(Cl)c1)C1CC1	97	99	-2	97	97	-3	-1	99	-1	98	-1
Cn1c(-c2sccc2OCc2ccc(Cl)cc2Cl)n[nH]c1=S	93	88	0	95	103	-4	0	93	-10	95	-2
CN(Cc1ccccc1)C(=O)CCC(=O)N(C)Cc1ccccc1	?	?	-10	?	?	-12	0	?	-10	?	-3
Cc1ccccc1CN1CCNC(=O)C1CC(=O)O (stereo not given)	99	100	-9	99	100	-6	0	101	-6	104	-2
COc1ccc(/C=N/NC(=O)CNC(=O)c2ccc3c(c2)OCCO3)cc1OC	99	100	-14	98	96	-4	-6	100	-6	104	-10
O=[N+]([O-])c1ccc(CN2CCCCCC2)s1	101	99	-4	100	98	-1	-6	100	-10	102	-8
CCSc1ncnc2sc3c(c12)CCC3	98	96	0	96	99	-7	0	99	-6	98	-4
COc1ccc(S(=O)(=O)N(CC(=O)Nc2cc(C)on2)Cc2ccccc2)cc1	101	100	-11	102	103	-4	2	104	-2	104	-1
CC1CC(C)(C)NC(=S)N1CCC(=O)N1CCc2ccccc2C1 (stereo not given)	96	96	-4	96	94	-2	-4	98	-6	98	-5
Nc1nc2ccc(S(=O)(=O)c3ccc4nc(N)sc4c3)cc2s1	103	100	-2	102	101	-2	-2	102	-4	100	-3
COC(=O)c1cccc(C(=O)Nc2ccc(F)cc2)n1	98	98	-1	101	98	-1	0	98	0	100	-1
CC(C)CN(C(=O)C(c1ccccc1)c1ccccc1)c1c(N)n(CC(C)C)c(=O)[nH]c1=O	99	97	-6	100	103	0	-1	95	-4	98	-1
CC1(C)CC(=O)C2=C(C1)OC1=C(C(=O)CC(C)(C)C1)C2c1ccccc1	98	97	-1	98	97	-1	-2	98	1	97	4
Cc1cccc(N2C(=O)C3C(c4ccccc4)OC4(C(=O)c5ccccc5C4=O)C3C2=O)c1 (stereo not given)	94	98	-6	95	91	-4	-1	96	-5	95	-1
COc1ccccc1CN(C(=O)Cc1cccs1)C(C(=O)NC1CCCC1)c1ccncc1 (stereo not given)	98	95	-8	97	95	-5	0	98	-3	94	-13
CC(CC(=O)NCc1cccnc1)c1ccccc1 (stereo not given)	99	97	13	99	97	16	17	96	10	102	13
SMILES	Rab2A wt mod	Rac1 mut GTP	Bim-Bfl-1	HRas wt GTP bind	Rab7 wt GTP bind	Bim-Bcl-2	Bim-Bcl-W	Cdc42 wt	Bim-Bcl-B	Rac1 wt modul	Bcl-XL Bim block
COc1ccccc1/C=C\C=N\NC(=O)c1ccco1	100	97	-9	99	103	-1	-4	97	-6	98	-5
COc1cc(OC)c(C2=NOC(C(=O)Nc3ccc4c(c3)OCO4)C2)cc1Cl (stereo not given)	96	92	-3	93	101	0	1	91	-3	96	0
Cc1sc2ncn(CC(=O)NCCc3ccccc3)c(=O)c2c1C	103	98	0	103	99	-1	0	104	1	100	2
COC(=O)c1sc(S(=O)(=O)NCc2cccs2)c(C(=O)OC)c1C	99	98	-5	100	102	-4	-1	99	-2	101	-5
O=C(NCCCO)C(=O)NCc1ccncc1	99	96	-1	99	99	0	-2	99	-7	101	1
CCc1nnc(NC(=O)CSc2nccn2-c2ccccc2)s1	99	101	-3	102	101	-1	-6	105	-8	110	-6
COc1ccc(CN2C(=O)c3ccccc3C2C(=O)NC2CCCCCC2)c(OC)c1 (stereo not given)	96	100	0	97	102	0	0	100	-2	103	-2
Cn1c(SCc2ccc([N+](=O)[O-])cc2)nc2c(c1=O)SCC2	95	92	0	92	98	0	-6	93	0	93	-1
CCOC(=O)c1[nH]c(=O)[nH]c1CSCCO	101	99	-2	101	104	2	9	101	-3	104	0
CN1C(=O)/C(=C2/C=CC=CN2C)OC1=S	100	100	-13	100	101	-12	-2	100	-16	103	-5
Cc1nc2ncnn2c(C)c1Cc1c(Cl)cccc1Cl	101	100	-7	103	100	-2	2	102	-4	103	0
Cc1ccc(N2CC(C(=O)NCc3ccc(C)n3C)CC2=O)cc1 (stereo not given)	95	95	10	94	92	6	7	96	15	92	3
Cc1nc2ccc(S(=O)(=O)NCC(=O)Nc3cccc(F)c3)cc2s1	100	96	-2	101	101	-1	0	100	1	103	-1
COc1ccc(N2CCN(CCC3Oc4cc([N+](=O)[O-])ccc4NC3=O)CC2)cc1 (stereo not given)	98	96	-5	100	97	-8	0	100	-3	102	-4
O=C(COC(=O)c1ccccc1NS(=O)(=O)c1cccs1)NCC12CC3CC(CC(C3)C1)C2	94	96	-1	97	98	-3	-2	91	-1	97	-5
CNC(=S)N(CCc1c(C)[nH]c2ccc(C)cc12)Cc1cc(OC)c(OC)c(OC)c1	99	97	0	99	104	-2	-4	98	-11	102	-6
Cc1c(CN(C)C(=O)c2sc3cc(Cl)ccc3c2Cl)cnn1C	101	100	-1	102	99	-3	-2	103	-1	102	-2
CCCN(CC(=O)Nc1ccc(C(N)=O)cc1)CC(=O)Nc1ccc(Cl)cc1Cl	98	98	-13	98	99	-11	-4	100	-10	101	-7
O/N=C/c1cc(Br)ccc1OCc1cccc(F)c1	100	100	-20	99	103	-13	-2	102	-10	104	-9
CCOc1ccc(NC(=S)NCCN2CCN(Cc3ccccc3)CC2)cc1	99	99	0	99	98	-3	-2	102	-1	102	-2
NC(=O)N[C@@H](Cc1c[nH]c2ccccc12)C(=O)OCC(=O)N1CCCCC1	97	96	0	98	103	2	1	98	0	101	2
CCN(C)c1ccc(/C=N\n2nnnc2N)cc1	99	100	-7	102	97	-1	3	105	-2	108	3
Cc1ccsc1-c1nc(CN2CCCC2c2ccc(F)cc2)c(C)o1 (stereo not given)	97	96	-4	98	98	-3	1	97	-3	101	0
O=C(CSc1nc2ccccc2o1)N1CCN(c2ccc(Cl)cc2)CC1	95	94	7	95	92	3	4	95	3	92	0
Cc1ccc(OCC(=O)O/N=C(\N)c2cccnc2)cc1	94	95	-2	94	101	0	0	92	-2	94	0
SMILES	Rab2A wt mod	Rac1 mut GTP	Bim-Bfl-1	HRas wt GTP bind	Rab7 wt GTP bind	Bim-Bcl-2	Bim-Bcl-W	Cdc42 wt	Bim-Bcl-B	Rac1 wt modul	Bcl-XL Bim block
O=C(NCCNS(=O)(=O)c1ccccc1)N1CCOCC1	106	100	-1	105	98	-4	0	104	-4	101	-3
COC(=O)c1ccc(CN(c2ccc(C)cc2)S(=O)(=O)c2ccc3c(c2)OCCO3)o1	93	94	1	95	93	2	-1	95	0	96	5
CCCN1C=CC(=C2C(=O)c3ccccc3C2=O)C=C1	97	93	1	96	95	0	2	97	-1	96	4
COc1ccc(NC(=O)CSc2nnc(CNC(=O)COc3ccc(Cl)cc3)o2)cc1	97	93	-2	97	101	0	-3	95	-3	96	-2
CCC(C(=O)Nc1nnc(-c2ccco2)s1)c1ccccc1 (stereo not given)	101	99	4	101	99	-1	-2	98	-1	100	0
Cc1cccc(-c2noc(CN(C(=O)C34CC5CC(CC(C5)C3)C4)C(C)C)n2)c1	100	98	-11	100	102	-9	-1	98	-10	102	-5
CCSc1nnc(NC(=O)[C@@H](NC(=O)c2cc(OC)cc(OC)c2)C(C)C)s1	94	93	-3	93	98	0	0	93	-1	100	-2
Cc1cc(C)nc(SCc2n[nH]c(=S)n2C)n1	94	90	-7	95	90	-37	-8	94	-27	97	-21
CC(=O)c1cn(Cc2ccccc2)c(=O)[nH]c1=O	95	96	-6	96	92	1	1	96	-5	99	0
COc1ccc2c(c1)CC/C2=N\OC(=O)c1ccccc1OC	96	96	-1	98	103	-1	2	97	-4	100	-4
Cc1ccc(SCCC(=O)NCCSCc2ccco2)cc1	97	93	0	97	104	2	-2	93	-2	94	-3
O=C(NC(=S)Nc1ccc(CN2CCOCC2)cc1)c1ccc([N+](=O)[O-])cc1	100	100	-2	99	96	-8	-2	103	-8	102	-4
FC(F)Sc1ccc(NC(=S)NC2CCC(NC(=S)Nc3ccc(SC(F)F)cc3)CC2)cc1 (stereo not given)	101	97	-9	101	101	-8	-3	102	-16	101	-5
COC(=O)/C(C#N)=C1/C=Cc2ccccc2N1C	99	98	-1	100	96	-11	-4	101	-2	105	-4
COc1ccccc1CNC(=O)c1csc2c1CCCC2	?	?	-7	?	?	-4	-2	?	-7	?	-2
COc1ccc(OCC(=O)N2N=C(C)CC2(O)C(F)(F)F)cc1 (stereo not given)	97	99	-8	96	96	-3	-2	101	-7	100	-4
COC(=O)c1sccc1NC(=S)N1CCN(c2ccccc2)CC1	?	?	-1	?	?	2	-1	?	-6	?	-2
CCCCn1c(=NC(=O)c2ccco2)c(C(=O)OCC)cc2c(=O)n3ccccc3nc21	99	101	0	99	95	1	3	98	1	101	0
Cc1cccc(-n2c(SCC(=O)N3CCCC3)nc3n[nH]c(C)c3c2=N)c1	96	99	10	96	101	5	0	93	6	98	1
